PrPC TRFRET = inhibitors of human cell surface prion protein PrPC, primary screen, cell-based, TR-FRET | Major prion protein (Homo sapiens), P04156 | TR-FRET read-out | inhibition, % at 13.8 µM | actives 0.43% (n = 370,000); in the data active = inhibition above about 24%; also: 0% = median of the test wells and 100% = reference compound wells
CCHFV vOTU inh = CCHFV vOTU protease inhibitors, primary screen, biochemical, Pep-AMC substrate, fluorescence; inhibition, % at 11.5 µM; actives 0.55% (n = 370,000); AID 651958, 2012; also: 0% = vehicle wells with enzyme and 100% = no enzyme wells
Mtb FBA inh = Mtb FBA enzyme inhibitors, primary screen, biochemical, fluorescence, strain H37Rv. Fructose-bisphosphate aldolase (Mycobacterium tuberculosis (strain ATCC 25618 / H37Rv)), …. purified M. tuberculosis FBA, fluorescence read-out. actives 2.3% (n = 360,000). inhibition, % at 1 µM; in the data active = inhibition above about 27%;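 also: 0% = vehicle and 100% = reference inhibitor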
Target sequence (P9WQA3 whole entry, looked up): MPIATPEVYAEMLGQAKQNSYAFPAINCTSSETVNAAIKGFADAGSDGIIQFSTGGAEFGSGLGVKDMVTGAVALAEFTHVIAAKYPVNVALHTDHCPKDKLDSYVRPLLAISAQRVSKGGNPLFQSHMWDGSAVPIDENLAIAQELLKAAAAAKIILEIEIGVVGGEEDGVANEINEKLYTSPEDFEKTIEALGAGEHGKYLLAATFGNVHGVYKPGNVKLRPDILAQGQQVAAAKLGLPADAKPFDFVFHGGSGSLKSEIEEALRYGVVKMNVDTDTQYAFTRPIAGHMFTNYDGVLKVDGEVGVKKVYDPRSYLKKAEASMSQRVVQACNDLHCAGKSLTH
UGM FP inh = M. tuberculosis UGM enzyme inhibitors, primary screen, biochemical, fluorescence polarization, single point; UDP-galactopyranose mutase (Mycobacterium tuberculosis (strain ATCC 25618 / H37Rv)), …; purified UGM, fluorescence polarization probe displacement; inhibition, % at 10 µM; actives 0.06% (n = 320,000); AID 504406, 2011; in the data active = inhibition above about 10%, passing the limit was not always enough; inconclusive = no clear call, values can overlap the other calls
Target sequence (P9WIQ1 whole entry, looked up): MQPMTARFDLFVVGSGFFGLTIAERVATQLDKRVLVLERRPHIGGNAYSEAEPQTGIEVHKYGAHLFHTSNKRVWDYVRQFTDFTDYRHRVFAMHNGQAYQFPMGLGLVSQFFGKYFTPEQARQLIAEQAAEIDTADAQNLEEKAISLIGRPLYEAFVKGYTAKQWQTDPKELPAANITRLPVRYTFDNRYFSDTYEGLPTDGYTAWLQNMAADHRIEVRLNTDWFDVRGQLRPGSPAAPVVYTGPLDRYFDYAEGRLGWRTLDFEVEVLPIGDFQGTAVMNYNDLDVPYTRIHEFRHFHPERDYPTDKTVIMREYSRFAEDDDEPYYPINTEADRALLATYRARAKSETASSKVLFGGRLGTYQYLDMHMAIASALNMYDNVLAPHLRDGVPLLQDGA
BoNT A protease = BoNT/A light chain protease inhibitors, primary screen, biochemical, flow cytometry, MLPCN library | multiplex microsphere protease substrate cleavage | actives 0.17% (n = 360,000) | Botulinum neurotoxin type A light chain protease (Clostridium botulinum A str. ATCC 3502) | inhibition, % at 10 µM; in the data active = inhibition above about 30%; inconclusive = no clear call, values can overlap the other calls; also: plate controls were buffer without enzyme for full effect and enzyme alone for no effect
BoNT-F LC inh = BoNT/F light chain protease inhibitors, primary screen, biochemical, flow cytometry, MLPCN library. actives 0.22% (n = 360,000). inhibition, % at 10 µM. Multiplex microsphere protease cleavage assay. Botulinum neurotoxin type F light chain protease (Clostridium botulinum). AID 588497, 2011; in the data active = inhibition above about 35%, passing the limit was not always enough; inconclusive = no clear call, values can overlap the other calls; also: plate controls were buffer without enzyme for full effect and enzyme alone for no effect
GDH-TPI counter = GDH-TPI coupling enzyme inhibitors, primary screen, artefact control for M. tuberculosis FBA inhibitor project, biochemical, absorbance, full deck; AID 588335, 2011; inhibition, % at 4.8 µM; actives 1.2% (n = 360,000); GDH-TPI coupled enzyme counterscreen, NADH absorbance;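 also: 0% = DMSO wells and 100% = wells lacking the enzyme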
FadD28 binding = inhibitors of FadD28 bisubstrate probe binding, primary screen, biochemical, fluorescence polarization, single point | Mycobacterium tuberculosis FadD28 fatty-acid-AMP ligase | inhibition, % at 12.5 µM | actives 0.22% (n = 360,000) | AID 588549, 2011; in the data active = inhibition above about 8.5%, passing the limit was not always enough; inconclusive = no clear call, values can overlap the other calls
Mtb BioA inh = M. tuberculosis BioA enzyme inhibitors, primary screen, biochemical, plate reader, single point, HTS; purified M. tuberculosis BioA enzyme; 7,8-diaminopelargonic acid synthase BioA (Mycobacterium tuberculosis); actives 0.096% (n = 360,000); inhibition, % at 9.99 µM; AID 602481, 2012; in the data active = inhibition above about 40%; inconclusive = no clear call, values can overlap the other calls
* marks the source's active call; other numbers are inactive results; ? = inconclusive; / = no result given. Rule as the data show it, unless noted: active = inhibition above about 30%; inactive = the rest.

Sequence of screens: PrPC TRFRET	CCHFV vOTU inh	Mtb FBA inh	UGM FP inh	BoNT A protease	BoNT-F LC inh	GDH-TPI counter	FadD28 binding	Mtb BioA inh
Cc1ccc(N2C(=O)CC(NNc3nc4ccccc4s3)C2=O)cc1C (stereo not drawn)
→ 4	-13	2	-0.9	0.0	-6	8	-1.6	/
COc1cc2cccc(OC)c(=O)c2c(O)c1OC
→ -28	11	-1	-2.1	0.0	-3	5	-1.6	1.0
COc1cccc(N(CC(=O)NCCN2CCOCC2)S(=O)(=O)c2ccccc2)c1
→ -2	-4	0	-2.2	-0.3	-7	6	-0.1	-0.2
Cc1ccc(NC(=O)Cn2ccc([N+](=O)[O-])n2)cc1Cl
→ -5	3	-4	-1.9	-0.7	-4	1	-4.6	0.8
CCOC(=O)Cn1nc(C)c(NC(=O)COc2ccc([N+](=O)[O-])cc2)c1C
→ 7	-5	3	-0.1	0.5	2	2	-2.4	/
COc1ccc(C2(CNC(=O)Cc3ccccc3)CCCC2)cc1OC
→ 2	-3	-4	1.7	-0.9	-4	2	-0.8	1.1
COC(=O)c1ccc(CNC(=O)COC(=O)CCN2C(=O)C3CC=CCC3C2=O)cc1 (stereo not drawn)
→ 4	7	0	0.9	-1.4	-9	1	0.1	/
Cc1[nH]n(C)c(=O)c1N=Nc1ccc(S(C)(=O)=O)cc1
→ -11	15	-9	-0.4	-1.8	?	33*	-1.6	1.4
Cc1ccc(S(=O)(=O)c2cc3c(=O)n4ccccc4nc3n(C)c2=N)cc1
→ -2	-19	40*	0.3	4.6	5	13	-3.0	2.2
Cc1nc2ccc([N+](=O)[O-])cc2c(=O)n1Cc1ccc(Cl)cc1
→ -2	6	2	1.7	3.2	?	6	0.5	-0.2
Cc1cccc(-c2cc3nc(C)cc(=O)n3[nH]2)c1
→ 9	-5	18	/	-0.6	8	-2	-0.1	-1.1
CCCCC[C@@H]1C=C(C(=O)O)[C@H](c2ccc(C)cc2)N1S(=O)(=O)c1ccc(C)cc1
→ 9	27	1	/	-0.9	-5	-8	-3.2	2.9
COc1ccc(CCNS(=O)(=O)c2cc3c4c(c2)CC(=O)N4CCC3)cc1
→ 3	1	-1	-3.1	0.4	-7	-5	-1.0	-0.1
Cc1ccc(NC(=O)C(c2ccc(Cl)cc2)N2CCOCC2)cc1 (stereo not drawn)
→ 8	3	-2	-1.2	0.1	-2	4	-2.3	/
CCOC(=O)c1c(-c2ccco2)csc1NC(=O)CSc1nnc(N)s1
→ 9	1	-1	0.4	-0.4	-6	3	-2.4	1.5
COc1ccc(/C(C)=N/NC(=O)c2ccc(N(C)C)cc2)cc1
→ 1	11	0	1.7	0.6	1	35*	-2.6	2.7
CCOc1ccccc1N1CCN(C(=S)NCc2ccco2)CC1
→ 21	19	0	1.5	0.0	2	10	-0.4	/
COc1ccccc1CN(C)C(=O)c1ccc2c(c1)NC(=O)CS2
→ 3	3	4	-1.5	/	/	7	-1.6	1.9
O=c1c2ccccc2sn1-c1ccc(Cl)cc1Cl
→ -6	-3	3	/	16	4	1	1.1	0.2
O=C(O)CSC1CC(=O)N(c2ccc(Cl)c(Cl)c2)C1=O (stereo not drawn)
→ 9	-1	6	0.0	0.6	0	4	-0.1	-1.6

Limited to BoNT-F LC inh and CCHFV vOTU inh, for some of the entries so far:
| SMILES | BoNT-F LC inh | CCHFV vOTU inh |
| --- | --- | --- |
| Cc1cccc(-c2cc3nc(C)cc(=O)n3[nH]2)c1 | 8 | -5 |
| COC(=O)c1ccc(CNC(=O)COC(=O)CCN2C(=O)C3CC=CCC3C2=O)cc1 (stereo not drawn) | -9 | 7 |
| Cc1ccc(S(=O)(=O)c2cc3c(=O)n4ccccc4nc3n(C)c2=N)cc1 | 5 | -19 |

3 compounds out of the list, ordered by heavy-atom count, high to low:
Sequence of screens: PrPC TRFRET	CCHFV vOTU inh	Mtb FBA inh	UGM FP inh	BoNT A protease	BoNT-F LC inh	GDH-TPI counter	FadD28 binding	Mtb BioA inh
COc1ccccc1CN(C)C(=O)c1ccc2c(c1)NC(=O)CS2
→ 3	3	4	-1.5	/	/	7	-1.6	1.9
COc1cc2cccc(OC)c(=O)c2c(O)c1OC
→ -28	11	-1	-2.1	0.0	-3	5	-1.6	1.0
Cc1cccc(-c2cc3nc(C)cc(=O)n3[nH]2)c1
→ 9	-5	18	/	-0.6	8	-2	-0.1	-1.1

The main list resumes with the 2 entries that preceded the break.
Sequence of screens: PrPC TRFRET	CCHFV vOTU inh	Mtb FBA inh	UGM FP inh	BoNT A protease	BoNT-F LC inh	GDH-TPI counter	FadD28 binding	Mtb BioA inh
O=c1c2ccccc2sn1-c1ccc(Cl)cc1Cl
→ -6	-3	3	/	16	4	1	1.1	0.2
O=C(O)CSC1CC(=O)N(c2ccc(Cl)c(Cl)c2)C1=O (stereo not drawn)
→ 9	-1	6	0.0	0.6	0	4	-0.1	-1.6
CCSc1nnc(N(CCC(=O)O)CCC(=O)O)s1
→ 0	0	2	-0.3	-0.5	-5	6	-0.7	-3.5
COc1cc(CNC2CCCCCCC2)cc(Cl)c1OC
→ -7	-7	2	1.6	-0.1	1	6	0.8	-1.4
O=C(c1ccc(F)cc1)N(c1ccccn1)C1CCCCC1
→ -2	9	-1	1.9	-1.4	-3	-1	-1.2	-0.9
O=C(C[C@@H]1C/C=C\C[C@@H](Cc2ccc(F)cc2)C(=O)OC[C@H]2CCCN2C1=O)NCCO
→ 3	-7	1	-0.8	-0.2	-2	-2	-2.2	-2.5
O=C1c2ccc(Br)cc2C(=O)N1c1ccc(Cl)cn1
→ -2	-12	0	0.9	0.9	4	-2	-4.1	-0.3
COc1ccc2cc(C3(C)NC(=O)N(CC(=O)N4CCCCC4)C3=O)ccc2c1 (stereo not drawn)
→ 0	-10	5	-4.0	-1.2	-10	6	0.4	-0.3
CCSc1nnc(CNc2ccc(C)cc2)n1C
→ 1	8	3	0.0	0.3	-2	3	-2.3	0.4
CO/N=C(/CN1CCCCC1)c1ccc(Cl)cc1
→ 8	4	-2	0.8	-2.8	6	0	-2.5	0.4
COc1ccc(C(=O)NCCn2ccc3ccccc32)cc1OC
→ 7	6	4	1.0	14	12	7	-3.0	0.2
COc1ccc(CN2C(=O)NC3(CCCc4ccccc43)C2=O)cc1F (stereo not drawn)
→ 7	-7	1	-2.8	-0.4	4	13	-0.9	/
CCCC(=O)NC1=C(N2CC2)C(=O)C(NC(=O)CCC)=C(N2CC2)C1=O
→ -33	28	-2	/	-0.3	-4	33*	-0.4	0.5
CC(=O)Nc1cc(-c2cccc(C(=O)N(C)C)c2)cn2c(-c3cccc(C(=O)N(C)C)c3)cnc12
→ -11	1	2	/	-0.5	-9	11	-0.9	4.1
CCOc1ccc(-c2cc(C(=O)Nc3ccc(C)c(NS(C)(=O)=O)c3)[nH]n2)c(C)c1
→ 5	2	-2	/	0.0	0	0	-4.0	-0.2
CCOC(=O)C1(CCc2ccccc2)CCN(Cc2cccc3nccnc23)CC1
→ -4	5	3	-1.9	0.4	-2	3	0.1	/
Cn1cc(Br)c(-c2cccc(N3C(=O)CCCC3=O)c2)n1
→ 3	-11	4	-4.0	/	/	1	-2.2	/
COCCNC(=O)C1(C(F)(F)F)CC(CCCO)CCCO1 (stereo not drawn)
→ -4	-4	1	0.5	0.3	-3	3	-0.6	-2.2
CN(C)c1ccc(-c2ccnc3c2CC(C)(C(=O)NCC2CC2)O3)cc1 (stereo not drawn)
→ -2	-31	35*	/	-0.1	-1	25	0.5	-0.6
CC(C)N1C[C@@]23C=C[C@@H](O2)C(C(=O)OCc2ccccc2)[C@H]3C1=O (stereo partly drawn)
→ 5	3	1	0.5	-0.1	-5	4	0.0	/
CC1(C)COC(Nc2ccc(Cl)cc2)=N1
→ 5	-6	5	1.0	-0.4	-7	-7	-3.0	0.9
CC(C)(C)[C@H]1COC(=O)[C@@H](Cc2ccc(F)cc2)C/C=C\C[C@@H](CC(=O)N[C@H](CO)Cc2ccccc2)C(=O)N1
→ -1	2	1	0.8	-0.1	-3	1	0.3	-0.8

Going on with the list.
Structure	PrPC TRFRET	CCHFV vOTU inh	Mtb FBA inh	UGM FP inh	BoNT A protease	BoNT-F LC inh	GDH-TPI counter	FadD28 binding	Mtb BioA inh
O=C(O)c1ccc(-c2nnc(-c3ccc([N+](=O)[O-])cc3)o2)cc1	-26	-4	5	0.1	-2.6	?	8	1.8	-6.3
O=C(NCc1nc(-c2ccc(C(F)(F)F)cc2)no1)Nc1ccc(OC(F)(F)F)cc1	0	6	0	-1.0	0.4	10	4	-4.6	-2.2
Cc1ccc(NC(=O)CCCN2C(=O)NC(C)(C)C2=O)cc1	-4	7	-2	-0.2	0.4	-1	1	-3.3	3.5
O=S(=O)(O)c1nc2ccccc2[nH]1	-2	11	0	-0.7	-1.6	-6	3	-1.4	-1.2
O=C(/C=C/c1ccco1)N1CCN(C/C=C/c2ccccc2)CC1	-3	2	-1	2.4	0.2	-7	11	-1.1	/
Cc1ccc(C)c(S(=O)(=O)n2cnc3ccccc32)c1	-3	-12	0	-1.4	-0.4	-1	6	0.7	-0.6
COCCN(C(=O)CCC(=O)Nc1cc(C)on1)C(C(=O)NC1CCCC1)c1ccccc1C (stereo not drawn)	-4	1	-2	2.7	-1.2	-5	-6	-0.6	/
CCCN1C2CCCC1CC(NC(=O)c1ccccc1Br)C2 (stereo not drawn)	-4	22	1	-2.4	-2.1	-3	-12	-3.2	0.0
Cc1ccsc1C(=O)Nc1cccc(S(=O)(=O)N(C)C)c1	-5	-5	-1	-2.2	-0.6	-1	5	2.5	/
Cc1nc2ncnn2c(N2CCN(C(=O)c3cccc(F)c3)CC2)c1C	0	9	3	1.5	-0.3	-9	-3	-1.7	9.4
O=C(O)c1ccc(N/C(=N\S(=O)(=O)c2ccc(Cl)cc2)c2ccccc2)cc1	-5	7	2	-1.9	-1.0	3	6	-0.6	0.3
Cc1ccc(-c2c3c([nH]c(=S)c2C#N)CCCC3)o1	-5	1	0	3.0	?	-9	12	-0.8	0.8
Cc1ccc(NC(=S)NC(=O)c2ccc(-c3ccccc3)cc2)c(C)c1	3	7	-1	1.0	0.0	3	17	-1.4	-0.2
O=C(COc1ccc(F)cc1)Nc1nccs1	-1	4	2	0.0	-0.7	1	-4	-1.2	-1.4
CCc1ccc(OCc2nnc(SCCN3CCOCC3)n2C)cc1	-3	-4	2	4.2	1.4	21	-10	-2.4	-0.7
CCCC12CN3CC(C)(CN(C1)C3c1ccc([N+](=O)[O-])o1)C2=O (stereo not drawn)	-18	-9	-4	2.1	-5.9	?	25	-0.4	1.0
CCN(CCCCN1C(=O)c2ccccc2C1=O)c1ccc2c(c1)C(=O)N(C)C2=O	-6	-7	1	3.5	6.2	-3	43*	0.5	/
COc1ccc(S(=O)(=O)N2CCC(C(=O)N[C@H](C(=O)N3CCCC3)C(C)C)CC2)cc1	-1	-3	-2	-0.2	-0.3	4	0	2.6	-1.7

From PubChem BioAssay
